ROMK primary = human ROMK K+ channel modulation, primary screen; 2% of 130,000 active; Tet-inducible ROMK, thallium flux fluorescence; actives lie on both sides; B-score at 10 µM; AID 1918; P48048;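 active means signal ratio slope over the read window, or its plate-corrected B-score, at least 3 SD from the plate mean, either direction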;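 further: B-score of the F/F0 ratio slope over 7 to 12 s after thallium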
Target sequence (P48048 whole entry, looked up): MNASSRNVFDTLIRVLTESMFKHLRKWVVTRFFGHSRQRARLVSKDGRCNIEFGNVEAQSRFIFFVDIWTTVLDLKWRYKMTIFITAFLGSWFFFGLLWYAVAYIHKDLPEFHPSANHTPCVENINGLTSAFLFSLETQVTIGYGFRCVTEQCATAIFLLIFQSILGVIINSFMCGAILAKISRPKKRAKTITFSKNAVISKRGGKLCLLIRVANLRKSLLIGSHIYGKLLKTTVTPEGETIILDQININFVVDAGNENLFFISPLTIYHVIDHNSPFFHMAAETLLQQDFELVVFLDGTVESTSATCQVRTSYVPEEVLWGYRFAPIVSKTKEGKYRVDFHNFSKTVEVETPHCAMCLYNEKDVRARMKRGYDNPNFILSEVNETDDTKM
FLuc inh counter = counter-screen for luciferase assay inhibitors: firefly luciferase inhibition; P08659; ATPLite firefly luciferase biochemical luminescence, 10 min; inhibition, % at 10 µM; 1.5% of 200,000 active; AID 1006;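 active means inhibition above about 50% when tested at 10 µM, limit read from the data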
Target sequence (P08659 whole entry, looked up): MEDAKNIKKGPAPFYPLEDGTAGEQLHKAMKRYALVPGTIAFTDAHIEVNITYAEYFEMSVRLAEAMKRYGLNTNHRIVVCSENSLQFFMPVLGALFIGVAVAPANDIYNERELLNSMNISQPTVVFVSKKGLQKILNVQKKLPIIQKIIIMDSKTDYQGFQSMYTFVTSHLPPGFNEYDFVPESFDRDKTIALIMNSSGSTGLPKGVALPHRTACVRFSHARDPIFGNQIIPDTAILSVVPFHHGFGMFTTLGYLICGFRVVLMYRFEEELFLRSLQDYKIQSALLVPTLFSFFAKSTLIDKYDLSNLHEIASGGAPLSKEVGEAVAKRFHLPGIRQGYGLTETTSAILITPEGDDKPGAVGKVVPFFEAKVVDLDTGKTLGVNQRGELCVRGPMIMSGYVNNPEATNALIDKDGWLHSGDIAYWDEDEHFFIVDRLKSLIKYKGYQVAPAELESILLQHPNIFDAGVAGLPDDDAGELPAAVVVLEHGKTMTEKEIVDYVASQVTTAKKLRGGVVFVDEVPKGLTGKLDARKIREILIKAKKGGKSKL
STAT3 blocker = reduces IL-6 driven STAT3 reporter signal; U3A cells, IL-6 STAT3-luciferase reporter, luminescence; host cell line lacks STAT1; inhibition, % at 5.5 µM; 0.89% of 190,000 active;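 active means inhibition above the mean inhibition across all screened compounds plus 3 SD, cut at about 44% in these data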;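 further: 0% = DMSO only wells and 100% = 100 µM nifuroxazide control wells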
STAT1 activator = increases IFN-gamma driven STAT1 reporter signal; AID 932; activation (% of control), % at 5.5 µM; NIH 3T3 STAT1-luciferase reporter, luminescence; 100% = IFN-gamma alone, no compound; 2.6% of 200,000 active;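 active means activation above the screen-wide mean activation plus 3 SD, cut at about 130% in these data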;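 further: raw ratio to IFN-gamma control signal so 100% means no change and 0% no light; values of inactives mirror those of a sister screen read the other way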
FLuc act counter = affects firefly luciferase, flagging false hits in luciferase stimulation screens | ATPlite luciferase biochemical, luminescence, 10 min; 0 = ATP-free wells, 1 = DMSO control | activation factor at 10 µM | 200,000 tested, under 10 active;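 active means luciferase activation factor, scaled between plate controls, of at least 2 with compound at 10 µM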
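Assay system: Luciferase/luciferin detection reagent, cell-free biochemical luciferase assay / Read-out: luciferase activation / Benchmarks: No-ATP low control, compound-free enzyme-plus-ATP high control / Medium: PBS buffer for ATP / Detection: luminescence measurement of luciferase light output / Schedule: 10 min at ambient temperature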
APP 5UTR inh = APP translation inhibition; SH-SY5Y APP 5'UTR-luciferase reporter, luminescence; inhibition, % at 2 µM; 0.82% of 190,000 active; AID 1285;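 active means inhibition above a set limit, derived from the sample mean plus 3 SD, cut at about 45% in these data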; further: values of inactives mirror those of a sister screen read the other way
STAT3 activator = STAT3 signaling activation; U3A cells, IL-6 STAT3-luciferase reporter, luminescence; 100% = signal with IL-6 EC80 alone; 0.91% of 190,000 active; activation (% of control), % at 5.6 µM;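 active means activation above the screen-wide mean of compound activation plus 3 SD, cut at about 130% in these data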;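 further: 0% = background luminescence of wells with medium and substrate only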
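Material: STAT3-luciferase reporter U3A cells. Controls: IL-6-treated wells, 100% activation. Read-out: % activation versus median of IL-6-stimulated wells. Probe or stimulus: IL-6 stimulus at 33 ng/mL final. Timing: compound 1 h, then IL-6 6 h at 37 °C. Signal: reporter luminescence signal.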
STAT1 blocker = reduces IFN-gamma driven STAT1 reporter signal | NIH 3T3 STAT1-luciferase reporter, luminescence | inhibition, % at 5.5 µM | 0.35% of 200,000 active;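 active means inhibition above a set limit, the mean inhibition across all tested compounds plus 3 SD, cut at about 34% in these data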;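 further: 0% = IFN-gamma with DMSO and 100% = IFN-gamma with 300 µM nifuroxazide; values of inactives mirror those of a sister screen read the other way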
APP 5'UTR act = activates APP 5'UTR luciferase reporter | SH-SY5Y APP 5'UTR luciferase reporter, luminescence; zero percent = DMSO vehicle wells | activation, % at 2 µM | 1% of 190,000 active;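 active means activation above a set limit, based on mean plus 3 SD of controls, cut at about 140% in these data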; further: values of inactives mirror those of a sister screen read the other way
NF-kB expr up = NF-kB expression increase, human neuronal cells; 1.6% of 190,000 active; fold change at 12.5 µM; AID 1239; NF-kB reporter expression; active compounds read high; in the data active means fold change above about 3.3
* marks the source's active call; other numbers are inactive results; · = no result given.

Screens in order – FLuc act counter	STAT3 activator	STAT3 blocker	STAT1 activator	FLuc inh counter	APP 5'UTR act	NF-kB expr up	STAT1 blocker	APP 5UTR inh	ROMK primary
CC(C)(C)C(=O)Nc1ccccc1N1CCN(C(=O)c2ccc(Cl)cc2)CC1
→ 1	107	-9	89	-4	-19	0.78	12	19	·
CCOCCN1CCN(C(=O)CN2CCCC2=O)CC1
→ 1.1	103	-6	108	-10	-16	1.3	-9	16	0.42
CCC(C)(C)n1nnnc1CN1CCC(O)(c2cccc(C(F)(F)F)c2)CC1
→ ·	100	3	106	·	2	1.3	-4	-2	-0.47
CCN1CCN(C(=O)CSCc2nc(-c3ccc(OC)c(OC)c3)oc2C)CC1
→ 1	97	12	97	-2	-9	1.2	4	9	·
O=C(c1ccccc1)N1CCc2ccccc21
→ 1	95	7	95	-1	-6	1	6	6	·
COCCN1C(=O)c2oc3cc(C)c(C)cc3c(=O)c2C1c1cccc(O)c1 (stereo unspecified)
→ ·	93	12	103	·	3	·	-3	-2	·
O=C1C=C(NCc2ccncc2)CC(c2ccccc2)C1 (stereo unspecified)
→ 1.1	101	4	102	-7	-11	1.2	-2	11	·
CC(C)CC(=O)NC(c1ccccc1Cl)c1c(O)ccc2ccccc12 (stereo unspecified)
→ 1	96	0	98	1	2	0.61	2	-2	·
Cc1cccc(C)c1OC(=O)CSc1nnc(-c2ccccc2O)o1
→ 1	84	24	106	-3	7	1.3	-7	-7	1.9
COc1cc(NC(=O)COc2ccccc2[N+](=O)[O-])ccc1NC(=O)c1cccs1
→ 1	83	24	141*	-1	-6	1.2	-44	6	-0.26
N#Cc1cnc2ncnn2c1-c1ccccc1
→ 1.1	99	0	107	-8	-1	1.4	-8	1	·
CCOc1ncccc1C(=O)Nc1ccc(Cl)cc1
→ 1	132	-34	98	-1	3	1.1	2	-2	·
C=CCNC(=O)/C(=C\c1ccc(Br)cc1)NC(=O)c1ccccc1OC
→ 1	106	0	98	-2	6	1.2	1	-6	-1.2
Cc1cc(/C=N/NC(=O)c2ccccn2)c(C)n1-c1cccc([N+](=O)[O-])c1
→ 0.9	93	9	120	11	41	1.2	-22	-41	0.53
COC(=O)[C@H](Cc1ccccc1)NC(=O)N1CC(C)OC(C)C1 (stereo partly specified)
→ 1.1	91	14	100	-6	-4	1.2	0	4	-0.8
CCOC(=O)c1cc2c(nc1N)CC(C)(C)OC2
→ 1.1	92	11	92	-5	9	1.5	2	-9	·
Cc1cc(C(=O)N2CCCc3ccccc32)no1
→ 1.1	92	13	101	-7	15	1.1	-1	-15	1.1
Cc1ccccc1NS(=O)(=O)c1ccc(OCC(=O)NCc2cccnc2)cc1
→ 1	100	6	102	-5	-7	0.88	-2	7	·
O=C(COC(=O)c1cc([N+](=O)[O-])ccc1NCc1ccccc1)NC1CCCCC1
→ 1.1	99	4	100	-8	-15	1.1	0	15	-0.13
CSc1nc2ccc(NS(=O)(=O)c3ccc(Cl)s3)cc2s1
→ 0.9	101	4	109	5	-8	1.5	-10	8	·
COc1ccc(OCCNC(=O)C(c2ccccc2)c2ccccc2)cc1
→ 1	102	5	109	-2	0	1	-10	0	·
CN(C)/C=C/C(=O)Oc1ccc(Cl)cc1Cl
→ 1	99	8	114	2	9	0.89	-16	-9	-0.82
CCc1nc(NCc2ccc3c(c2)OCO3)c2oc3ccccc3c2n1
→ 1.1	110	-7	103	-8	-3	0.93	-3	3	·
COc1cc(/C=C/C(=O)N(Cc2ccccc2)c2ccccn2)cc(OC)c1OC
→ 1	75	31	95	1	1	1.2	5	-1	0.16
CC(=O)Nc1nonc1-c1nc2ccccc2n1CCC#N
→ 1.1	102	2	100	-5	-4	1	0	4	0.88
CC(C)(C)c1ccc(/C=C/C(=O)NC2=NCCS2)cc1
→ 0.5	79	28	98	46	184*	1.9	3	-184	·
CCOC(=O)C1CCN(C(=O)c2cnn3c(C)cc(C)nc23)CC1
→ 1.1	101	5	96	-5	7	1.1	4	-7	·
Cc1ccccc1NC(=O)CSC1=C(C#N)C(c2ccsc2)CC(=O)N1 (stereo unspecified)
→ 1	97	6	100	-1	-1	1.3	0	1	·
COc1ccc(C(=O)Nc2ccc(CN3CCCCC3)cc2)cc1
→ 1	104	-3	98	3	-8	0.94	0	8	-0.14
CC(C)OC(=O)CSc1nnc(-c2ccco2)n1N
→ 1	99	4	97	-4	9	1.5	2	-9	-0.62

Compounds from the list above that contain two or more sulfur atoms (two):
Screens in order – FLuc act counter	STAT3 activator	STAT3 blocker	STAT1 activator	FLuc inh counter	APP 5'UTR act	NF-kB expr up	STAT1 blocker	APP 5UTR inh	ROMK primary
CSc1nc2ccc(NS(=O)(=O)c3ccc(Cl)s3)cc2s1
→ 0.9	101	4	109	5	-8	1.5	-10	8	·
Cc1ccccc1NC(=O)CSC1=C(C#N)C(c2ccsc2)CC(=O)N1 (stereo unspecified)
→ 1	97	6	100	-1	-1	1.3	0	1	·

Arranged by molecular weight (lowest first): 4 of the compounds above
Screens in order – FLuc act counter	STAT3 activator	STAT3 blocker	STAT1 activator	FLuc inh counter	APP 5'UTR act	NF-kB expr up	STAT1 blocker	APP 5UTR inh	ROMK primary
CC(=O)Nc1nonc1-c1nc2ccccc2n1CCC#N
→ 1.1	102	2	100	-5	-4	1	0	4	0.88
COc1ccc(C(=O)Nc2ccc(CN3CCCCC3)cc2)cc1
→ 1	104	-3	98	3	-8	0.94	0	8	-0.14
Cc1ccccc1NC(=O)CSC1=C(C#N)C(c2ccsc2)CC(=O)N1 (stereo unspecified)
→ 1	97	6	100	-1	-1	1.3	0	1	·
COc1cc(/C=C/C(=O)N(Cc2ccccc2)c2ccccn2)cc(OC)c1OC
→ 1	75	31	95	1	1	1.2	5	-1	0.16

The results go on:
Screens in order – FLuc act counter	STAT3 activator	STAT3 blocker	STAT1 activator	FLuc inh counter	APP 5'UTR act	NF-kB expr up	STAT1 blocker	APP 5UTR inh	ROMK primary
Cc1ccc(C(=O)NCc2ccccn2)o1
→ 1	98	3	94	-4	-11	1.1	5	11	0.23
Cn1nc(C(=O)Nc2cccc(C(F)(F)F)c2)c2ccccc2c1=O
→ 1	86	22	105	-5	-9	0.58	-5	8	-0.72
Cc1ccc(CSc2nc3nc(C)cc(C)c3c(=O)[nH]2)cc1
→ 1	99	3	96	2	-5	1	4	5	-1.7
Nc1ncc(-c2nnnn2-c2ccc(Cl)cc2)c(-c2ccc(Cl)cc2)n1
→ 1	102	5	95	-3	-17	1.1	6	17	-0.26
CC1(c2cccc3ccccc23)NC(=O)N(CC(=O)NC2CCS(=O)(=O)C2)C1=O (stereo unspecified)
→ 1	94	12	100	-2	-16	0.94	0	16	·
COC(=O)c1c(NC(=O)CC2SCC(C(=O)OC)NC2=O)sc2c1CCCC2 (stereo unspecified)
→ 1.1	107	-5	107	-7	-3	1.1	-7	4	·
C=CCNC(=O)C1CCN(C(=O)c2ccc(-c3ccccc3)cc2)CC1
→ 1	102	0	104	-4	-1	1.1	-7	1	-0.68
CCOC(=O)N1CCN(C(=O)CN2C(=O)CC(C)(C)S(=O)(=O)c3ccccc32)CC1
→ 1.1	100	0	102	-6	-4	0.94	-1	4	1.3
O=C(COc1ccc([N+](=O)[O-])cc1Cl)NCC1CCCO1 (stereo unspecified)
→ 1	104	1	107	2	-2	·	-10	2	0.37
O=C(Cn1c(-c2ccccc2)c[n+]2ccsc12)c1ccc(Br)cc1
→ 1.1	113	-11	99	-7	-15	0.93	0	16	-0.87
CCOC(=O)CSC1=C(C#N)C(C)C2=C(CCCC2=O)N1 (stereo unspecified)
→ 1	95	9	102	-2	14	1.4	-2	-14	0.21
COc1ccc(C2c3[nH]c4ccccc4c3CCN2CCCn2cccn2)c(C)c1C (stereo unspecified)
→ 1	163*	-67	96	-2	-13	0.88	2	13	-0.71
Cc1cc(C)nc(Nc2n[nH]c(-c3ccccc3Br)n2)n1
→ 0.6	87	17	99	36	-1	1.4	-1	1	·
O=C(CSC1=NCCS1)NC1CCCCC1
→ 1	103	-4	108	-3	4	1.1	-9	-4	·
CC(C)(C)c1ccc(C(=O)NCCC(=O)NCc2ccco2)cc1
→ 1	108	-2	97	-2	11	·	4	-11	·
COc1ccc(S(=O)(=O)n2nc(OC(=O)c3cccs3)cc2NC(=O)c2cccs2)cc1
→ 1	·	·	98	-3	8	1.4	4	-8	·
CCCN(CC(=O)Nc1ccc(C(C)=O)cc1)CC(=O)Nc1ccccc1C
→ 1	104	1	101	-3	-2	1.1	-2	2	-0.0067
Cc1cc(C)n(-c2nc(N(C)C)nc(N(C)C)n2)n1
→ 1.1	102	-1	95	-5	-7	1	7	7	-0.14
CS(=O)(=O)N1CCN(C(=O)c2ccc(-c3ccccc3)cc2)CC1
→ 1	93	11	91	-2	6	1.2	10	-6	0.71
CCCn1c(N)c(C(=O)CSc2nc(C)cs2)c(=O)[nH]c1=O
→ 1.1	94	11	98	-7	10	1.2	3	-10	·
Oc1ccc(C=NC2CCCCC2)c(O)c1
→ 1	101	1	104	2	10	1.4	-6	-10	-0.36
O=c1cnn(-c2ccccc2)c(-c2ccccc2)c1
→ 0.8	102	1	108	22	15	1.6	-9	-15	-0.34
C#CCOCCOCCOCCNc1nc(N2CCN(C(=O)[C@H]([C@@H](C)CC)n3cc([C@@H](N)CO)nn3)CC2)nc(N2CCN(C(=O)[C@H]([C@@H](C)CC)n3cc([C@@H](N)CC(C)C)nn3)CC2)n1
→ 1.1	·	·	97	-9	10	1.2	4	-10	·
O=C(Nc1ccccc1NC(=O)c1csnn1)c1csnn1
→ 1	101	4	98	4	21	1.1	1	-21	-0.057
O=C(CN1CCCCCC1)NCc1ccccc1
→ 1	102	5	97	-1	-6	1.1	2	6	-1.1
CCn1c(SCC(=O)Nc2oc(-c3ccccc3)c(-c3ccccc3)c2C#N)nnc1-c1ccco1
→ 1	95	11	91	-4	1	1.3	10	-1	·

Source: PubChem BioAssay (several laboratories)
